# SKN-1 inh – C. elegans SKN-1 inhibition | C. elegans VP596 Pgst-4::GFP/RFP ratio, acrylamide-induced, 24 h | inhibition, % at 21.8 µM | 360,000 compounds, 0.49% hits | AID 624304;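 active = interference check ratio from 0.5 to 1.5 plus GFP to RFP signal ratio inhibition reaching or exceeding a fixed threshold, cut at about 30% in these data, passing the limit was not always enough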; note: some compounds called inactive have numbers as strong as hits
# LMPTP inh – LMPTP (human) inhibition; P24666; recombinant LMPTP-A, OMFP fluorogenic substrate, fluorescence intensity; inhibition, % at 20 µM; 360,000 compounds, 0.22% hits;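 active = compounds that cut the enzyme signal by at least half of the control window in the single-dose screen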;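 note: plate controls were DMSO wells with enzyme plus substrate for no effect and substrate without enzyme for full effect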
#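 Test system – LMPTP-A enzyme · Amount – LMPTP-A at 0.625 nM final in the reaction · Buffer or medium – Bis-Tris pH 6.0, DTT, detergent · Reagent – OMFP 400 µM · Doses – single 20 µM dose · Schedule – reaction 50 min, room temperature, dark · Detection – fluorescence intensity of OMFP turnover product · Evaluation – percent inhibition versus substrate-only and uninhibited controls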
# TbMetRS inhib – blocks T. brucei methionyl-tRNA synthetase activity; purified T. brucei MetRS, ATP depletion, Kinase-Glo luminescence; inhibition, % at 11.9 µM; 360,000 compounds, 0.4% hits;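 active = inhibition above a per-plate cutoff of the control wells' mean inhibition plus 3 SD, cut at about 5.5% in these data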;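 note: 0% = DMSO wells median and 100% = median of wells with control inhibitor compound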
#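 Assay system: T. brucei methionyl-tRNA synthetase, purified | Medium: HEPES buffer with MgCl2, KCl, DTT, spermine, BSA, pyrophosphatase | Compound: 11.9 µM single point | Incubation: 15 min enzyme-compound preincubation, 2 h reaction, 10 min detection, 25 °C | Measured by: Kinase-Glo luciferase luminescence reporting remaining unconsumed ATP | Measure: % inhibition normalized to control-well medians | Replication: Singlicate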
# Scp-1 inhibitor – blocks human Scp-1 phosphatase activity | AID 493091 | 340,000 compounds, 0.88% hits | Recombinant Scp1, phosphopeptide, malachite green phosphate absorbance | inhibition, % at 20 µM | Q9GZU7;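 active = inhibition above about 50% at 20 µM, limit read from the data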;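 note: plate controls were DMSO wells with enzyme for no effect and wells lacking enzyme for full effect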
# Target sequence (Q9GZU7 76-261 limits assumed): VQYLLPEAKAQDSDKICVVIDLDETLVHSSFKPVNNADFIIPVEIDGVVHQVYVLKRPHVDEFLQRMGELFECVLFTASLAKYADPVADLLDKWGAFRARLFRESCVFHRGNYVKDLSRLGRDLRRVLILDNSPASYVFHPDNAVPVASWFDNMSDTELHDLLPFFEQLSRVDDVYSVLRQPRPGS
#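 Test system: SCP-1 phosphatase catalytic domain, residues 76-261; measured by: colorimetric phosphate reagent with accelerator and stabiliser, absorbance at 630 nm; timing: enzyme reaction 45 min at room temperature, colour 5 min, stabilisation 30 min; also added: Phosphorylated 17-residue peptide substrate; compound dosing: one concentration, 20 µM, with 1.0% DMSO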
# DNMT1 block – DNMT1 (human) enzyme inhibition; P26358; DNMT1 molecular beacon, Hinp1I cleavage, fluorescence; inhibition (reported as % activation of signal), % at 10 µM; 360,000 compounds, 0.83% hits; in the data active = inhibition above about 50%
# SUMO1-SIM PPI – alters human SUMO1 binding to SIM partners; P63165; SUMO1 binding to a labelled peptide, TR-FRET, 1 h; inhibition, % at 20 µM; 360,000 compounds, 0.33% hits; AID 602429; in the data active = inhibition above about 37%
# Target sequence (P63165 whole entry, looked up): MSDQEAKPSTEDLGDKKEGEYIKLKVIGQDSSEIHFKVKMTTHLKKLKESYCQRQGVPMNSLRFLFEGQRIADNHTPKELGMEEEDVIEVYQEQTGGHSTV
# NadD inh – inhibitors of Staphylococcus aureus NadD | 360,000 compounds, 0.78% hits | purified NadD enzyme, colorimetric absorbance read-out | inhibition, % at 20 µM; in the data active = inhibition above about 26%; note: some compounds past the cut are filed as inactive
# STEP inh – STEP (human) phosphatase inhibition | P54829 | recombinant STEP, OMFP fluorogenic substrate, fluorescence | inhibition, % at 20 µM | 360,000 compounds, 0.25% hits | AID 588621;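 active = inhibition at 20 µM, scaled per plate between control wells, above about 37%, limit read from the data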;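 note: 0% = DMSO with enzyme and substrate and 100% = substrate only without enzyme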
#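 System: STEP (striatal-enriched tyrosine phosphatase) enzyme, cell-free; medium: Bis-Tris pH 6.0 buffer with DTT, detergent; dosing: 20 µM, 1% DMSO; times: reaction 20 min, ambient temperature; detection: fluorescence, 480/540 nm; read-out basis: normalized % inhibition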
# NRP1-CendR mod – alters CendR peptide binding to human NRP-1. inhibition, % at 25 µM. O14786. AID 602438. 360,000 compounds, 0.85% hits. FAM-RPARPAR peptide binding to NRP-1, fluorescence polarization;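 active = inhibition or corrected inhibition above about 18%, plus a signal ratio from 0.5 to 1.5, limit read from the data, passing the limit was not always enough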; note: strong numbers were not always called active
# Neddyl block – inhibitors of human cullin neddylation. 360,000 compounds, 0.58% hits. P61081+Q13564. TR-FRET cullin neddylation, biochemical. calls only at 25 µM; in the data active = inhibition above about 36%
# Target sequence (P61081 whole entry, looked up): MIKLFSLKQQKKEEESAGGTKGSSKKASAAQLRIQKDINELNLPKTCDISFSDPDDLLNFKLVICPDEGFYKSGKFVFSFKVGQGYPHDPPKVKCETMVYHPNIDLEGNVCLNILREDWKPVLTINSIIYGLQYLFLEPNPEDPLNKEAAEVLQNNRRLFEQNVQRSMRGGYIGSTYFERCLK
# Target sequence (Q13564 whole entry, looked up): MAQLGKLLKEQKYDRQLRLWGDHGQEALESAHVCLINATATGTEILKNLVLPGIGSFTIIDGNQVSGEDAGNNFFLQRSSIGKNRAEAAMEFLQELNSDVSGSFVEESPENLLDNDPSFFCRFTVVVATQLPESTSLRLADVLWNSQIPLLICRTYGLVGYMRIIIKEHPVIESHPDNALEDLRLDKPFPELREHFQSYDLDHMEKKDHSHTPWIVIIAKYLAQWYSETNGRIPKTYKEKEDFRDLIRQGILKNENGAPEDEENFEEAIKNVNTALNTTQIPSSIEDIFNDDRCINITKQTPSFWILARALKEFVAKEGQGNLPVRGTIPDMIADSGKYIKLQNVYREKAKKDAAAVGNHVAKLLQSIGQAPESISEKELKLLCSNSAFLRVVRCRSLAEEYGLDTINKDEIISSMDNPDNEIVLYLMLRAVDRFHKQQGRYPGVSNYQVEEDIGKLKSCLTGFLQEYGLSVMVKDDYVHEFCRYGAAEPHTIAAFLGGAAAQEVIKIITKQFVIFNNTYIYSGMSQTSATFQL
# The depositor's hits bear a star; i = inactive; nt = no result given.
SMILES,SKN-1 inh,LMPTP inh,TbMetRS inhib,Scp-1 inhibitor,DNMT1 block,SUMO1-SIM PPI,NadD inh,STEP inh,NRP1-CendR mod,Neddyl block
Cc1c(Cc2c(Cl)cccc2Cl)c(=O)ccn1C(C)c1ccccc1 (stereo not drawn),4,1.7,1.0,10,0,1,11,0,13,i
CC(=O)OCc1c(F)c(F)c(-n2nc(C)cc2C)c(F)c1F,6,0.4,-0.4,-7,-3,-1,4,-2,22,i
CC1CCCC(C)N1C(=O)COC(=O)c1ccc(F)c(S(=O)(=O)N2CCOCC2)c1 (stereo not drawn),-11,-0.2,-0.3,0,4,0,-7,-2,23*,i
O=C(CSc1nnc(-c2ccc(Cl)cc2)n1-c1ccccc1)N/N=C/c1ccccc1C(=O)O,4,-0.7,-0.2,1,-1,7,12,4,5,i
Cc1ccc(NC(=O)CN(C)C(=O)Cc2ccc3c(c2)CCC3)cc1,9,-0.5,0.7,-8,1,-6,-6,2,0,i
Cc1cc(C)c(S(=O)(=O)N2CCN(c3ccccc3)CC2)c(C)c1,-12,3.5,-0.1,-2,0,3,3,2,7,i
Cc1ccc(/C=N\NC(=O)CC(=O)NCCc2ccccc2)cc1,0,0.7,2.7,-12,1,-9,0,0,-8,i
Cc1ccc(NC(=O)C2CC(=O)N(C(C)C)C2)cc1C (stereo not drawn),3,0.6,0.5,2,0,-1,3,0,9,i
C[C@@H](NS(=O)(=O)c1ccc(Br)cc1F)[C@@H](O)c1ccccc1,10,-1.4,0.8,4,2,3,2,-3,-3,i
Cc1ccc(S(=O)(=O)Nc2ccccc2C(=O)N2CCCCC2C)c(C)c1NS(C)(=O)=O (stereo not drawn),8,-0.1,-1.1,-1,3,-2,5,-4,0,i
O=C(Nc1ccnc(-c2cccnc2)n1)c1ccccc1Cl,-21,-1.6,-0.9,-2,-1,1,-1,-3,2,i
Cc1ccc(Cn2nnc3c(=O)n(Cc4cccc(C)c4)cnc32)cc1,7,2.5,-0.2,-1,-1,12,-2,0,6,i
Cc1ccc(C)c(NC(NC(=O)c2cccnc2)C(Cl)(Cl)Cl)c1 (stereo not drawn),5,-1.3,-1.3,0,-2,1,2,-2,13,i
Cc1cccc(C)c1NC(=O)CN(C)C(=O)CSCc1c(C)noc1C,-9,-8.2,-0.6,-4,-2,-21,4,-2,0,i
O=C1CCCC2=C1C(c1ccncc1)Nc1ccccc1N2 (stereo not drawn),-16,0.3,0.0,2,2,-6,2,-1,0,i
C[C@H](CO)N1C[C@H](C)[C@@H](CN(C)S(=O)(=O)c2ccccc2)OCc2cnnn2CCCC1=O,5,-0.2,1.5,nt,5,2,3,-1,5,i
CCOc1ccccc1NS(=O)(=O)c1cccc2nsnc12,4,0.7,-0.7,0,3,-21,-2,3,-6,i
O=C(Nc1ccccc1)N1CCC(C(=O)N2CCN(S(=O)(=O)c3cccc(F)c3)CC2)CC1,11,-0.3,-0.2,7,3,7,4,0,9,i
CCc1ccc(C(=O)NNC(=O)CCN2CCN(Cc3ccccc3)CC2)cc1,-6,0.1,0.0,-6,-4,-1,-1,0,-9,i
COCC(C)NC(=O)c1cc2c(ccc3ccccc32)oc1=O (stereo not drawn),-3,0.1,0.1,-6,6,-20,-4,-1,5,nt
COc1cccc(/C=N\NC(C)=O)c1OC/C=C/c1ccccc1,3,0.9,-0.4,-8,-1,-1,-9,-3,10,i
CSCC(=O)N1CCCC(CO)(CCCc2ccccc2)C1 (stereo not drawn),11,0.2,-0.2,-5,4,12,0,0,11,i
COc1ccc(C(=O)NCCCOc2cccnc2)cc1OC1CCN(C(C)=O)CC1,-8,-1.7,-0.3,1,2,0,-2,-1,1,i
O=C(Nc1cc(Cl)ccc1F)c1ccc(-n2cncn2)c([N+](=O)[O-])c1,9,-1.9,22*,-3,-6,-36,1,0,-10,i

# A run of entries of the results above, for reference:
SMILES,SKN-1 inh,LMPTP inh,TbMetRS inhib,Scp-1 inhibitor,DNMT1 block,SUMO1-SIM PPI,NadD inh,STEP inh,NRP1-CendR mod,Neddyl block
O=C1CCCC2=C1C(c1ccncc1)Nc1ccccc1N2 (stereo not drawn),-16,0.3,0.0,2,2,-6,2,-1,0,i
C[C@H](CO)N1C[C@H](C)[C@@H](CN(C)S(=O)(=O)c2ccccc2)OCc2cnnn2CCCC1=O,5,-0.2,1.5,nt,5,2,3,-1,5,i
CCOc1ccccc1NS(=O)(=O)c1cccc2nsnc12,4,0.7,-0.7,0,3,-21,-2,3,-6,i
O=C(Nc1ccccc1)N1CCC(C(=O)N2CCN(S(=O)(=O)c3cccc(F)c3)CC2)CC1,11,-0.3,-0.2,7,3,7,4,0,9,i
CCc1ccc(C(=O)NNC(=O)CCN2CCN(Cc3ccccc3)CC2)cc1,-6,0.1,0.0,-6,-4,-1,-1,0,-9,i
COCC(C)NC(=O)c1cc2c(ccc3ccccc32)oc1=O (stereo not drawn),-3,0.1,0.1,-6,6,-20,-4,-1,5,nt
COc1cccc(/C=N\NC(C)=O)c1OC/C=C/c1ccccc1,3,0.9,-0.4,-8,-1,-1,-9,-3,10,i
CSCC(=O)N1CCCC(CO)(CCCc2ccccc2)C1 (stereo not drawn),11,0.2,-0.2,-5,4,12,0,0,11,i
COc1ccc(C(=O)NCCCOc2cccnc2)cc1OC1CCN(C(C)=O)CC1,-8,-1.7,-0.3,1,2,0,-2,-1,1,i
O=C(Nc1cc(Cl)ccc1F)c1ccc(-n2cncn2)c([N+](=O)[O-])c1,9,-1.9,22*,-3,-6,-36,1,0,-10,i

# More results:
SMILES,SKN-1 inh,LMPTP inh,TbMetRS inhib,Scp-1 inhibitor,DNMT1 block,SUMO1-SIM PPI,NadD inh,STEP inh,NRP1-CendR mod,Neddyl block
O=C(CCc1ccccc1)N[C@@H]1c2ccccc2CC[C@@H]1OCc1ccccc1,14,0.0,-0.5,4,5,-6,-6,0,10,i
CC(=O)c1ccc(OCC(=O)NCC(c2ccco2)N2CCCCC2)cc1 (stereo not drawn),6,-0.1,0.3,-9,-1,2,-12,-6,6,i
CCOC(=O)Oc1ccc(C(=O)OCCCN(C)C)cc1OC,15,-2.7,-0.3,-1,7,-4,-5,-4,7,i
O=C1NN(c2cccc(Br)c2)C(=O)/C1=C\c1ccc(N2CCOCC2)cc1,12,66*,-1.3,52*,65*,33,1,82*,-2,i
O=S(=O)(CC(CN1CCCCC1)N1CCCCC1)c1ccccc1 (stereo not drawn),-6,-1.9,0.2,-5,1,-3,-1,0,10,i
Cc1ccc(S(=O)(=O)N2CC3(O)CN(C(=O)OC(C)C)N(C(=O)OC(C)C)CC3(OC(=O)NCc3ccccc3)C2)cc1 (stereo not drawn),-9,1.4,0.4,nt,-1,-2,-1,-1,-6,i
O=c1c(Cl)cc(Cl)nn1-c1ccccc1,3,0.1,-0.7,-6,5,-18,3,9,-5,i
COc1cccc(NC(=O)c2ccccc2NC(=O)c2ccncc2)c1,8,-0.1,-0.2,-3,-6,0,-4,-2,-3,i
O=c1[nH]c(=O)n(C2C[C@H](O)[C@@H](CO)O2)cc1C(F)(F)F (stereo partly drawn),-5,-2.1,0.1,-9,1,5,5,-4,-8,i
CC(NC(=O)COc1ccccc1)C(=O)OCC(=O)c1cc2ccccc2o1 (stereo not drawn),9,-0.6,-1.1,-6,-4,9,0,1,-4,i
CCOC(=O)N1CCN(c2c(N3CCN(c4ccc(F)cc4)CC3)c(=O)c2=O)CC1,0,0.2,-0.2,-9,0,-5,-5,0,-13,i
COCCNC(=O)C1(C)CCCN(CCOc2ccc(Cl)cc2)C1 (stereo not drawn),7,-1.6,0.0,nt,1,-2,5,-3,5,i
Cc1nc(N2CCN(C)CC2)c2c(C)c(C(=O)Nc3ccc(C)c(F)c3)sc2n1,6,1.7,-0.5,-4,-6,-6,-1,2,1,i
Cc1cc(C)n2nc(SCc3nnc(-c4ccccc4Br)o3)nc2n1,2,-1.4,-0.5,0,-9,8,3,-4,-2,i
O=C(Nc1ccc(N2CCOCC2)cc1)c1csc([C@H]2C[C@H](O)[C@@H](CO)O2)n1,-11,-1.9,-0.3,nt,4,24,-5,2,-1,i
O=C(NCc1ccccc1)Nc1cccn(Cc2ccccc2F)c1=O,-7,-0.1,-0.4,-4,-4,-5,-3,-1,-2,i
O=S1(=O)NC(=NCC(c2ccco2)N2CCCCC2)c2ccccc21 (stereo not drawn),-4,-0.7,-0.7,-7,-2,-6,-9,2,7,i
O=C(N/N=C/c1sc(=O)n(-c2ccccc2)c1Cl)c1ccncc1,0,-0.9,-0.5,-1,1,-15,0,0,-100,i
CCCN(Cc1cc2ccc(C)cc2[nH]c1=O)C(=O)c1cccnc1,9,0.0,-0.1,3,-18,3,7,-4,-15,i
COc1ccc(S(=O)(=O)N2CCN(C)CC2)cc1Br,18,0.5,-0.3,-5,5,-7,-5,0,-9,i
COc1cccc(CNC(=O)Cn2ccc3cc(S(=O)(=O)N4CCCC4)ccc32)c1,6,-0.7,-0.5,-6,-1,1,-5,-2,15,i
COc1ccc(/C=N/NC(=O)c2ccc3c(c2)OCCO3)c(OC)c1,1,1.2,-0.4,1,1,-10,-3,0,-2,i
COc1ccc(C(CC(=O)Nc2cc(C)ccn2)N2Cc3ccccc3C2=O)cc1 (stereo not drawn),21,1.0,-0.7,-1,0,3,0,-2,0,i
O=C(c1cccnc1Cl)N1CCOCC1,4,-1.3,0.1,9,-1,1,-7,3,2,i
CCn1nnnc1SCC(=O)Nc1nc2ccccc2s1,15,-0.1,-0.7,24,-1,3,-2,-2,-1,i
O=C(Nc1ccc(Cl)cc1)c1cc2c(cc1O)[nH]c1ccccc12,-8,3.3,-0.8,-22,-25,-2,4,-2,0,nt
Nc1nnc(SCC(=O)N2CCCCC2)s1,19,-0.7,-0.4,4,2,2,1,-1,16,i
COc1ccc(OC)c2[nH]c(=O)c(CCNC(=O)C(=O)c3c[nH]c4ccccc34)cc12,-2,-0.1,0.1,9,-3,0,5,0,-3,i
Cc1cccc(OCc2nnc(N)s2)c1,17,-0.4,-0.2,-9,1,-4,-5,0,-1,i

# Bioassay records from PubChem BioAssay.
